From PubChem
PolyA inh: inhibitors of polyadenylation in S. cerevisiae | actives 0.02% (n = 300,000) | AID 1875 | calls only at 12 µM | S. cerevisiae SKY197-pL101 polyadenylation reporter, beta-gal luminescence; efflux-impaired pdr1/pdr3 knockout yeast; score 100 = 6 SD above DMSO;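 active means lowest replicate activity score at least 50, where 100 means six control SD above control mean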;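 further: yeast exposed to compound for 9 h at 30 °C; higher score means more reporter readthrough which indicates perturbed polyadenylation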
DYRK1A inh: inhibitors of rat Dyrk1A kinase; inhibition, % at 12.5 µM; ADP-Glo luminescence, NFATc1 peptide; actives 0.43% (n = 310,000); Q63470; in the data active means inhibition above about 50%;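 further: plate controls were vehicle with enzyme for no effect and no enzyme for full effect; many of its hits are not listed in these tables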
KCNQ1 act: potentiators or activators of human KCNQ1 potassium channel | CHO-K1 KCNQ1, thallium flux FluxOR fluorescence; hits give high values | B-score at 10 µM | actives 0.35% (n = 310,000) | AID 2648;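 active means fluorescence ratio B-score, a plate-corrected score, at least three library SD, with initial intensity B-score within 5 SD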
Target sequence (P51787 whole entry, looked up): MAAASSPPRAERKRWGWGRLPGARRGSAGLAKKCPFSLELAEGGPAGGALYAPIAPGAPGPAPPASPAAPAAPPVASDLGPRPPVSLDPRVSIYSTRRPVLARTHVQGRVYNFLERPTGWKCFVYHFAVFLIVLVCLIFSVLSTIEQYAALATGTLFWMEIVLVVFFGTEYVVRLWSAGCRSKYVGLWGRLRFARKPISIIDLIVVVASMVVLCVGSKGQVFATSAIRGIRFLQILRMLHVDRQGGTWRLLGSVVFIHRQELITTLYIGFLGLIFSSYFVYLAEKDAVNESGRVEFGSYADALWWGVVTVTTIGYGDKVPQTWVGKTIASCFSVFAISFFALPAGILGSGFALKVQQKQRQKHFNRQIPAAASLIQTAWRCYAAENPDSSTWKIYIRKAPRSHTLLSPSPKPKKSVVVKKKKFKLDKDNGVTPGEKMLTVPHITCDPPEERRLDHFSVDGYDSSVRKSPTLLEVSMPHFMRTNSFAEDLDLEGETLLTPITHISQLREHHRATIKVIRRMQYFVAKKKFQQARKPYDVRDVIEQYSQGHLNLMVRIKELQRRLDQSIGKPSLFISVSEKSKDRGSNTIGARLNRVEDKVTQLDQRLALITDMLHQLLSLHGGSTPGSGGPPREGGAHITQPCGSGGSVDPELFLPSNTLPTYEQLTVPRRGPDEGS
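Assay system: stable KCNQ1 CHO-K1 line; medium: assay buffer, equal DMSO in all wells; timing: 90 min dye loading and 20 min compound exposure, both at room temperature; technique: kinetic FluxOR thallium fluorescence, 10-s 1-Hz baseline, 110-s post-stimulus read; read-out basis: B score of baseline-normalized fluorescence ratio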
TRPC4 inh: blocks the mouse TRPC4 cation channel; AID 2247; B-score at 10 µM; actives 0.39% (n = 300,000); HEK293 TRPC4beta/mu-opioid, DAMGO-evoked Fluo4 calcium flux; hits give low values; Q9QUQ5;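 active means B-score over 3 SD under the library average, no early fluorescence shift, positive overall ratio signal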
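test system = HEK293 cells with stable TRPC4beta plus mu-opioid receptor expression | detection = Fluo4 Ca2+ flux fluorescence | read-out = integrated fluorescence ratio relative to baseline, converted to per-well B score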
Platelet DG rel: platelet dense granule release activity; human platelet-rich plasma, SFLLRN dense granule ATP release, luminescence; inhibition, %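 (compounds screened at 7.5 µM in platelet-rich plasma)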; actives 0.22% (n = 300,000); AID 1663;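 active means mean replicate score, as percent of positive control, at or above 50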
KCNK3 inh: human KCNK3 channel inhibition, primary screen; B-score at 10 µM; actives 0.84% (n = 340,000); CHO-KCNK3 thallium flux, FluxOR fluorescence; hits give low values; AID 602410;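 active means B-score under library mean minus 4 SD, starting fluorescence ratio at most library mean plus 5 SD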;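 further: more negative B-score means stronger inhibition of thallium flux through KCNK3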
Target sequence (O14649 whole entry, looked up): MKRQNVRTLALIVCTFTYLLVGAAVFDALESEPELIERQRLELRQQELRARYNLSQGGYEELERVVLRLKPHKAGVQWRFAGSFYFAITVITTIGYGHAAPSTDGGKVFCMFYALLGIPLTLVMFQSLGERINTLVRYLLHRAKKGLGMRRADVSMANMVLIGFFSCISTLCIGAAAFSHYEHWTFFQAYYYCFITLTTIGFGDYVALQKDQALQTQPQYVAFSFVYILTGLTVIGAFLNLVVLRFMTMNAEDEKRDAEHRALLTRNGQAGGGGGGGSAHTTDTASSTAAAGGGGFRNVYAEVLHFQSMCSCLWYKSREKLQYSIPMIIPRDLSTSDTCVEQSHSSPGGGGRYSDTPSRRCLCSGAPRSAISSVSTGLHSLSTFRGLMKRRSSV
KCNK9 inh: blocks the human KCNK9 two-pore domain potassium channel | B-score at 10 µM | HEK293 KCNK9, FluxOR thallium flux fluorescence; hits give low values | Q9NPC2 | actives 1.2% (n = 310,000);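 active means ratio B-score over 3 SD below the library mean, with starting fluorescence within 5 SD of its mean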;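 further: negative B-score means less thallium flux so channel inhibition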
KCNQ1 block: inhibitors of human KCNQ1 potassium channel; B-score at 10 µM; actives 1.3% (n = 310,000); P51787; CHO-K1 KCNQ1, FluxOR thallium flux fluorescence; hits give high values;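 active means compounds whose thallium flux B-score, printed positive for inhibition, exceeds three library SD while starting fluorescence stays within three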;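 further: channel opened by potassium depolarization with thallium stimulus after 20 min compound exposure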
TRPC4 PAM: TRPC4 (mouse) allosteric potentiation. HEK293 TRPC4beta/mu-opioid, DAMGO EC20, Fluo-4 Ca2+ flux; hits give high values. B-score at 10 µM. actives 0.42% (n = 310,000). AID 2227;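 active means B-score of calcium response area above 5 SD of library B-scores, with initial fluorescence ratio within 5 SD of library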;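 further: B-score of integrated fluorescence ratio over time as area under calcium response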
hERG rescue: hERG (human) protection from proarrhythmic block; actives 0.51% (n = 310,000); Q12809; AID 1511; CHO-hERG, FluxOR thallium flux, dofetilide IC70 present; activation (rescue from dofetilide block), less the hit threshold, % at 10 µM;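 active means activation above the mean of controls blocked by dofetilide plus 5 SD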;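 further: thallium influx through hERG after potassium depolarization seen as dye fluorescence rise; in these data hits start at about 4.7%; inactives centre near -7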
TRPC4 act: activators of mouse TRPC4 channel; Q9QUQ5; HEK293 TRPC4beta/mu-opioid, Fluo4 calcium fluorescence; hits give high values; B-score at 10 µM; actives 0.49% (n = 310,000); AID 2237;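 active means B-score above 5 SD of library B-scores, and initial fluorescence ratio not above library mean plus 5 SD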;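 further: positive B-score marks a calcium rise read as TRPC4 activation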
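system = HEK293 cells stably co-expressing mouse TRPC4beta and mu-opioid receptor | schedule = Fluo4 dye loading 45 min at room temperature, 110 s recording | measure = B-scored integrated calcium fluorescence ratio | signal = Fluo4 calcium-sensitive dye fluorescence, kinetic, 1 Hz baseline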
Active calls of the source: *; i = inactive; . = not tested or not shown. The list is partial; count on the stated rates, not on these rows.

The line under a structure holds: Platelet DG rel	KCNK3 inh	TRPC4 act	KCNQ1 block	PolyA inh	TRPC4 inh	DYRK1A inh	KCNK9 inh	TRPC4 PAM	KCNQ1 act	hERG rescue
[1] COc1ccc(S(=O)(=O)N2CCCCCC2)cc1C(=O)N(C)Cc1cccs1
    1	i	i	i	i	i	-4	i	i	i	-11
[2] Cc1occc1C(=O)N/N=C/c1ccccn1
    17	i	i	i	i	i	1	i	i	i	-2
[3] O=C(COc1ccc2c(-c3ccccc3)cc(=O)oc2c1)NCC1CCC(C(=O)O)CC1 (configuration not stated)
    15	i	i	i	i	i	20	i	i	i	-11
[4] CC(=O)c1cc(NC(=O)c2ccc(C)cc2)c(=O)oc1C
    -1	i	i	i	i	i	-6	i	i	i	-10
[5] CCOc1ccc(CN2C(=O)c3ccccc3Sc3ccc(C(=O)NCCCN4CCOCC4)cc32)cc1
    -6	i	i	i	i	i	1	i	i	i	-12
[6] Cc1ccccc1N1CC(C(=O)N2CCCCCC2)CC1=O (configuration not stated)
    .	i	i	i	i	i	-3	i	i	i	-10
[7] CCCNc1nc(Nc2ccc(C)c(Cl)c2)c2cnn(C)c2n1
    4	i	i	i	i	i	-7	i	i	i	-7
[8] CC(=O)N/C(=C\c1ccccc1)C(=O)OCC(=O)N1CCCCCC1
    1	i	i	i	i	i	-2	i	i	i	-2
[9] Cn1cncc1COC(=O)c1ccc(Cl)cc1
    -11	i	i	i	i	i	11	i	i	i	-4
[10] COC(=O)/C=C1\NC(=O)C(C)S1 (configuration not stated)
    -1	i	i	i	i	i	-3	i	i	i	-6
[11] O=C(CN1C(=O)c2cccc3cccc1c23)NCC1CCCO1 (configuration not stated)
    .	i	i	i	i	i	-5	i	i	i	-12
[12] O=S(=O)(/N=C(/Nc1cccc2ccccc12)c1ccccc1)c1ccccc1
    5	i	i	i	i	i	-6	i	i	i	-8
[13] Nc1nc(-c2ccc(C(=O)O)cc2)cs1
    2	i	i	i	i	i	4	i	i	i	-1
[14] Cc1ccc(NC(=O)c2sc3nc4c(c(-c5ccco5)c3c2N)CCC4)cc1
    1	i	i	i	i	i	-7	i	i	i	-11
[15] COc1cccc(N2CC(C(=O)NCc3n[nH]c(=O)c4ccccc34)CC2=O)c1 (configuration not stated)
    8	i	i	i	i	i	15	i	i	i	-8
[16] O=C(N/N=C\c1ccc(CN(Cc2ccc(Cl)cc2)S(=O)(=O)c2ccccc2)o1)C(=O)Nc1ccc(F)cc1
    -18	i	i	i	i	i	-3	i	i	i	-13
[17] Cc1cc2cc(C)c(NCCNC(=O)c3ccccc3)nc2cc1C
    0	i	i	i	i	i	-7	i	i	i	-5
[18] Cc1nc2oc3ccc(F)cc3c(=O)c2cc1C(=O)O
    4	i	i	i	i	i	5	i	i	i	-6
[19] CCCCOc1ccc(Cc2c(O)nc(SC)[nH]c2=O)cc1
    -5	i	i	i	i	i	-5	i	i	i	-8
[20] CC1(C)CC(=O)N(CC(=O)NCc2ccccc2)c2ccccc2S1(=O)=O
    6	i	i	i	i	i	8	i	i	i	-9
[21] CCOC(=O)NC(=O)CSc1nc(-c2ccc(C)c(C)c2)cn1-c1ccccc1
    13	i	i	i	i	i	1	-8.2*	i	i	-10
[22] Cc1cccc(CCNC(=O)C2CCC(=O)N(Cc3ccc(Cl)cc3)C2)n1 (configuration not stated)
    26	i	i	i	i	i	-7	i	i	i	-12
[23] C=CCSc1nc(Cc2ccc(Cl)cc2)nc2ccccc12
    -3	i	i	i	i	i	.	i	i	i	-4
[24] COC(=O)C(Cc1ccccc1)NS(=O)(=O)c1ccccc1Br (configuration not stated)
    -4	i	i	i	i	i	2	i	i	i	-6
[25] COc1ccc(OCCCC(=O)OC(C)C(=O)Nc2ccccc2[N+](=O)[O-])cc1 (configuration not stated)
    7	i	i	i	i	i	23	i	i	i	-7
[26] O=C1c2ccccc2C(=O)N1CCSc1nncs1
    0	i	i	i	i	i	.	i	i	i	-6
[27] COC(=O)c1oc2ccc(Br)cc2c1NC(=O)CN1CCN(C)CC1
    -21	i	i	i	i	i	7	i	i	i	-14
[28] Cc1nc2c(-c3ccccc3)c(C)nn2c(C)c1CC(=O)O
    2	i	i	i	i	i	.	i	i	i	-10
[29] COc1ccc(S(=O)(=O)N2CCCCC2)cc1NC(=O)Cc1sc(C)nc1-c1ccc(F)cc1
    2	i	i	i	i	i	7	i	i	i	-4
[30] CC(NC(=O)/C(C#N)=C/c1ccc(N2CCOCC2)cc1)c1ccccc1 (configuration not stated)
    3	i	i	i	i	i	1	i	i	i	-13

Exported with tabs: part of the list above.
No.	Molecule	Platelet DG rel	KCNK3 inh	TRPC4 act	KCNQ1 block	PolyA inh	TRPC4 inh	DYRK1A inh	KCNK9 inh	TRPC4 PAM	KCNQ1 act	hERG rescue
6	Cc1ccccc1N1CC(C(=O)N2CCCCCC2)CC1=O (configuration not stated)	.	i	i	i	i	i	-3	i	i	i	-10
7	CCCNc1nc(Nc2ccc(C)c(Cl)c2)c2cnn(C)c2n1	4	i	i	i	i	i	-7	i	i	i	-7
8	CC(=O)N/C(=C\c1ccccc1)C(=O)OCC(=O)N1CCCCCC1	1	i	i	i	i	i	-2	i	i	i	-2

Later entries.
The line under a structure holds: Platelet DG rel	KCNK3 inh	TRPC4 act	KCNQ1 block	PolyA inh	TRPC4 inh	DYRK1A inh	KCNK9 inh	TRPC4 PAM	KCNQ1 act	hERG rescue
[31] COc1ccc(CCC(=O)NCCc2cn3c(C)csc3n2)cc1
    -5	i	i	i	i	i	-7	i	i	i	-15
[32] CCN(CC)c1ccc(N=Nc2ncn[nH]2)cc1
    -3	i	i	i	i	i	1	i	i	i	-7
[33] COc1ncnc(-c2ccccc2)c1-c1ccccc1
    15	i	i	i	i	i	-2	i	i	i	-10
[34] CCOc1cc(C(=S)N2CCOCC2)ccc1OS(=O)(=O)c1ccc(OC)cc1
    2	i	i	i	i	i	.	i	i	i	-10
[35] CC1CCN(C(=S)NC2CC3CCC2C3)CC1 (configuration not stated)
    -2	i	i	i	i	i	-3	i	i	i	-8
[36] CCOC(=O)C1CCC(CN(Cc2ccccc2)S(=O)(=O)c2ccc([N+](=O)[O-])cc2)CC1 (configuration not stated)
    26	i	i	i	i	i	-1	i	i	i	-12
[37] N#CC(=C1CCCC1)c1nc(-c2ccc(Cl)cc2)cs1
    2	i	i	i	i	i	9	i	i	i	-2
[38] COc1ccc2c(c1)[nH]c1c(=O)n(CCc3cnc[nH]3)cnc12
    4	i	i	i	i	i	32	i	i	i	-7
[39] COc1ccc(CCNC(=O)C2CCN(S(C)(=O)=O)CC2)cc1OC
    5	i	i	i	i	i	-1	i	i	i	-6
[40] COc1ccc(NS(=O)(=O)c2cc(NC(=O)c3ccc(=O)[nH]c3)ccc2N2CCOCC2)cc1
    8	i	i	i	i	i	14	i	i	i	-9
[41] O=C(CSc1nnc(C2CC2)n1-c1ccccc1)NCCc1ccccc1
    -7	i	i	i	i	i	3	i	i	i	-5
[42] CC(=O)c1ccc(OCCCN2CCCCC2)cc1
    1	i	i	i	i	i	-5	i	i	i	-9
[43] CCOc1cccc(-c2c(C(=O)N/N=C/c3ccoc3)nnn2-c2nonc2N)c1
    13	i	i	i	i	i	.	i	i	i	-10
[44] OCCC1CN(Cc2cnc(-c3ccc(Cl)cc3)nc2)CCN1C1CCCCC1 (configuration not stated)
    -5	i	i	i	i	i	.	i	i	i	-16
[45] CCc1ccc(C(=O)NCC2COc3ccccc3O2)o1 (configuration not stated)
    -1	i	i	i	i	i	-2	i	i	i	-20
[46] Cc1cccc(Nc2ccc3nonc3c2[N+](=O)[O-])c1C
    0	i	i	i	i	i	-6	i	i	i	-9
[47] CC(=O)c1ccc(OCCCC(=O)NC2CCCc3ccccc32)cc1 (configuration not stated)
    -3	i	i	i	i	i	2	i	i	i	-6
[48] Cc1ccc(S(=O)(=O)N(C)CC(=O)NCCc2c[nH]c3ccccc23)cc1
    -15	i	i	i	i	i	-1	i	i	i	-5
[49] CCOC(=O)c1sc(N)nc1C(C)C
    4	i	i	i	i	i	5	i	i	i	-1
[50] COc1cccc(CN(C)C(=O)c2csc3c2CCCC3)c1OC
    -1	i	i	i	i	i	2	i	i	i	-6
[51] Cc1cc(C(=O)NCC(=O)Nc2c(C)cccc2C)c(C)o1
    -21	i	i	i	i	i	-3	i	i	i	-8
[52] CCOC(=O)Nc1ccccc1N1C(=O)c2ccccc2C1=O
    1	i	i	i	i	i	0	i	i	i	-4
[53] Cn1cc(Br)c(C(=O)NN2C(=O)C3C(C2=O)C2C=CC3C23CC3)n1 (configuration not stated)
    0	i	i	i	i	i	-1	i	i	i	-20
[54] COc1ccc(CCNC(=O)C2CCN(S(=O)(=O)c3ccc(F)cc3)CC2)cc1
    7	i	i	i	i	i	1	i	i	i	0
[55] Cc1cccc(-c2cc3nc(-c4ccccc4)cc(=O)n3[nH]2)c1
    -5	i	i	i	i	i	1	i	i	i	-3
[56] O=C(NCCCN1CCOCC1)c1cnccn1
    -1	i	i	i	i	i	-5	i	i	i	-4
[57] Cc1csc2c(=O)sc(NC(=O)c3cccs3)nc12
    -1	i	i	i	i	i	-9	i	i	i	-7
[58] CN(C)c1cc[n+](CC(=O)N2c3ccccc3Sc3ccccc32)cc1
    .	i	i	i	.	i	-8	i	i	i	-10
[59] Cc1ccc(C)c(-c2nnc(NC(=O)c3ccco3)o2)c1
    8	i	i	i	i	i	14	i	i	i	-16
[60] Nc1c(Cl)ncnc1N1CCN(c2ncnc(Cl)c2N)CC1
    2	i	i	i	i	i	3	i	i	i	-14

Down the list, quoted from above.
PolyA inh, entries 37–48: i, i, i, i, i, i, i, i, i, i, i, i
TRPC4 act, entries 37–48: i, i, i, i, i, i, i, i, i, i, i, i

Other entries.
The line under a structure holds: Platelet DG rel	KCNK3 inh	TRPC4 act	KCNQ1 block	PolyA inh	TRPC4 inh	DYRK1A inh	KCNK9 inh	TRPC4 PAM	KCNQ1 act	hERG rescue
[61] CCc1ccc(Nc2n[n+](-c3ccccc3)c(-c3ccc(C(=O)O)cc3)s2)cc1
    0	i	i	i	i	i	-11	i	i	i	-10
[62] COc1ccc2[nH]c(=O)c(C(c3nnnn3C3CCCC3)N3CCN(Cc4ccc5c(c4)OCO5)CC3)cc2c1 (configuration not stated)
    2	i	i	i	i	i	-1	i	i	i	-23
[63] O=C(NCC(c1ccco1)N1CCN(c2ccccc2)CC1)c1ccc2c(c1)OCO2 (configuration not stated)
    -1	i	i	i	i	i	-2	i	i	i	-14
[64] Cc1cc(CC(C)C)n(-c2nc3ccccc3c(=O)n2OCC(N)=O)n1
    10	i	i	i	i	i	3	i	i	i	0
